Screening results: PubChem BioAssay, several laboratories
EBV LMP1 NFkB – Epstein-Barr LMP1 NF-kappaB reporter inhibition; LMP1-induced NF-kappaB luciferase reporter cells, luminescence; inhibition, % at 12.5 µM; AID 504558; actives 0.69% (n = 350,000); in the data active means inhibition above about 41%;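 further: 0% = neutral control wells and 100% = reference inhibitor control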
NCOA1 inh – inhibitors of human steroid receptor coactivator 1 (SRC1) | HEK293 GAL4-SRC1 luciferase reporter, luminescence | inhibition, % at 3.6 µM | actives 0.12% (n = 360,000);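 active means inhibition above the campaign mean plus 3 SD, with each screening campaign given its own cutoff, cut at about 60% in these data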;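 further: 0% = DMSO treated cells and 100% = gossypol at 36 µM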
Target sequence (Q15788 whole entry, looked up, the tested form may be a part): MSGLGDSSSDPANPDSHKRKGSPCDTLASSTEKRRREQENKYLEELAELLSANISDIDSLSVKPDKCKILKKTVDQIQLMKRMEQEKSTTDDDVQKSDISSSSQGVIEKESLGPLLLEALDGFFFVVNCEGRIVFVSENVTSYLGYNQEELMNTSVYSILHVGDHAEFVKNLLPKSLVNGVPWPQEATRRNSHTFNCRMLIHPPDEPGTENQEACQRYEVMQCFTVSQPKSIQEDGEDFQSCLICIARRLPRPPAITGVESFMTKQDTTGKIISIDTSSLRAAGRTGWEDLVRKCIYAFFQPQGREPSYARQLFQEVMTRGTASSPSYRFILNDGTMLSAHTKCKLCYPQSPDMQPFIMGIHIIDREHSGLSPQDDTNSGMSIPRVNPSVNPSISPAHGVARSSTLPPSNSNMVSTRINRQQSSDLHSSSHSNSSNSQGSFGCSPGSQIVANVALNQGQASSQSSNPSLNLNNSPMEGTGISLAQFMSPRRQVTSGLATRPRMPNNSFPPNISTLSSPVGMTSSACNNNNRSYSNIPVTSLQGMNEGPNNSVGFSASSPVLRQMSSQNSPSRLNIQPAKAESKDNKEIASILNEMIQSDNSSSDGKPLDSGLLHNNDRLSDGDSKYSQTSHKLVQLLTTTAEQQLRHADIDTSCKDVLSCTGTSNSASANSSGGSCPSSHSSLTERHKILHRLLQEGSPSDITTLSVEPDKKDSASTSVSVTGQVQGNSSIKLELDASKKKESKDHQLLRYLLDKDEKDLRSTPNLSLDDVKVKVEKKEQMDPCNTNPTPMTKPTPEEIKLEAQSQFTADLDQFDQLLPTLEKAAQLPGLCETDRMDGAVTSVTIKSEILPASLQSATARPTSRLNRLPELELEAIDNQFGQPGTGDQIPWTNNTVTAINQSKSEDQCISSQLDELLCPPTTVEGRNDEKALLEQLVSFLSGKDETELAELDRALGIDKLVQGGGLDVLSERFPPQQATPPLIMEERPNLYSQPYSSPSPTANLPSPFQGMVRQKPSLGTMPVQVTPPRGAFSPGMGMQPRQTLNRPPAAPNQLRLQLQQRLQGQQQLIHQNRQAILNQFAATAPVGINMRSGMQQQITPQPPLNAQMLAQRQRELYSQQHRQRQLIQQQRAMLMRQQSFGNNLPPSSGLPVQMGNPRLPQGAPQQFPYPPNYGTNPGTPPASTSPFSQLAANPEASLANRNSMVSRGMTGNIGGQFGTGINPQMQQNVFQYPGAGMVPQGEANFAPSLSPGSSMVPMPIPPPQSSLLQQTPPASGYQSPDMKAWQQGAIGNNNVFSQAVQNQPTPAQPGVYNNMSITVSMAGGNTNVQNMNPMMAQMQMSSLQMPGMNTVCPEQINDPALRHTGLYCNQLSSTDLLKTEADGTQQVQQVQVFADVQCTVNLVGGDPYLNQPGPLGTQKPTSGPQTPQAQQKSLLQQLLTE
ABHD5 PLIN5 PPI – blocks binding of human ABHD5 to perilipin-5. Q00G26+Q8WTS1. Split G. princeps luciferase complementation, luminescence, 4 h. inhibition, % at 4 µM. actives 0.78% (n = 360,000). AID 602281;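 active means inhibition above the mean inhibition across every tested compound plus 3 SD, cut at about 22% in these data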;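 further: 0% = DMSO only wells and the 100% control is not disclosed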
COUP-TFII inh – inhibitors of human COUP-TFII (NR2F2); P24468; HEK293T NGFI-A luciferase reporter, luminescence; inhibition, % at 8.6 µM; actives 0.7% (n = 370,000); AID 686940;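 active means inhibition above a per-plate cutoff, mean inhibition of test wells between control levels plus 3 SD, cut at about 38% in these data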;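 further: cells cotransfected with COUP-TFII expression vector driving the NGFI-A reporter; 0% = median of COUP-TF2 test wells and 100% = reporter-only cells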
NCOA2 inhibitor – inhibits human steroid receptor coactivator 2 | inhibition, % at 9 µM | actives 0.17% (n = 370,000) | HEK293 GAL4-SRC2 luciferase reporter, luminescence;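 active means inhibition above the mean inhibition of all tested compounds plus 3 SD, set per campaign, cut at about 52% in these data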;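 further: 0% = DMSO treated cells and 100% = cells given Gossypol at 36 µM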
MC4R ag barr – agonists of human melanocortin 4 receptor (MC4R) beta-arrestin; U2OS MC4R beta-arrestin complementation, luminescence; percent of melanotan II response, DMSO zero; activation, % at 8.9 µM; actives 0.98% (n = 360,000);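 active means activation above a per-plate cutoff, the mean activation of sample wells on that plate plus 3 SD, cut at about 8% in these data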
NR5A2 inv ag – inverse agonists of human LRH-1 (NR5A2). actives 0.13% (n = 360,000). HEK293T StAR-luciferase reporter, LRH-1 transfected, 24 h. O00482. inhibition, % at 3.6 µM. AID 602396;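 active means inhibition above the mean inhibition of all tested compounds plus 3 SD, cut at about 73% in these data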;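 further: 0% = DMSO wells and 100% = reporter-only cells lacking LRH-1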
NOD2 RIPK2 PPI – NOD2-RIPK2 protein interaction inhibition; CHO BLA complementation NOD2-RIPK2, CCF4 ratio; inhibition, % at 4.98 µM; actives 0.38% (n = 360,000); AID 624267; in the data active means inhibition above about 21%;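 further: 0% = vehicle only and 100% = reference blocker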
MC4R antagonist – human MC4R antagonism in cAMP assay | P32245 | MC4R-expressing cells, MTII-stimulated cAMP, LANCE TR-FRET | inhibition, % at 6.5 µM | actives 0.48% (n = 360,000) | AID 540295;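 active means inhibition above its plate's cutoff, the mean of tested wells on that plate plus 3 SD, cut at about 29% in these data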;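 further: 0% = Melanotan II alone and 100% = Melanotan II plus saturating MCL0020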
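system = U2OS cells with stable human MC4R expression | also added = Melanotan II challenge after compound preincubation | dosing = one concentration, 6.5 µM nominal | incubation = compound 30 min, challenge 1 h, detection 1 h | measured by = TR-FRET with Eu-cAMP and labeled anti-cAMP, 671 nm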
TLR9-MyD88 inh – blocks human TLR9 binding to MyD88 | CHO BLA complementation TLR9-MyD88, CCF4 FRET ratio | inhibition, % at 4.98 µM | actives 0.21% (n = 340,000);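 active means inhibition above the mean over all tested compounds plus 3 SD, cut at about 21% in these data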;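 further: 0% = DMSO only wells and 100% = clavulanate BLA inhibitor control wells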
SRC3 inh – inhibitors of human steroid receptor coactivator 3 (SRC3) | Q9Y6Q9 | HEK293 GAL4-SRC3 luciferase reporter, luminescence | inhibition, % at 3.6 µM | actives 0.17% (n = 360,000) | AID 588352;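 active means inhibition above a per-campaign cutoff, the mean of all compounds plus 3 SD, cut at about 60% in these data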;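 further: 0% = DMSO-treated cells and 100% = gossypol-treated cells at 36 µM; higher means less SRC3-driven luciferase light from the GAL4 reporter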
Starred values were filed as active, the others as inactive; . = not tested or not shown.

Values run as follows: SRC3 inh | EBV LMP1 NFkB | NOD2 RIPK2 PPI | NCOA2 inhibitor | MC4R antagonist | NR5A2 inv ag | TLR9-MyD88 inh | NCOA1 inh | COUP-TFII inh | MC4R ag barr | ABHD5 PLIN5 PPI
1) CCCCCOC(=O)C1=C(C)Nc2nnnn2C1c1ccccc1Cl (stereo unspecified)
    -4 | -7 | 9 | 7 | 0 | 0 | 6 | 3 | 30 | 6.6 | -8
2) CCCn1nnnc1SCC(=O)Nc1nnc(CC)s1
    16 | 0 | -6 | 0 | 3 | -1 | -3 | -2 | -16 | -1.2 | 1
3) C=CCc1c(O)nc(SCC(=O)c2ccccc2)[nH]c1=O
    -19 | 10 | 2 | -4 | 3 | -7 | 3 | -20 | 4 | -2.3 | -8
4) COc1cc(/C=C\C(=O)Nc2cc(=O)n(C)c(=O)n2C)cc(OC)c1OC
    5 | 8 | 0 | -18 | -11 | 18 | 16 | 15 | -10 | 0.8 | -1
5) CC(=O)OC(C=C(C)C)C/C(C)=C/COc1c2ccoc2cc2oc(=O)ccc12 (stereo unspecified)
    0 | -3 | -8 | -1 | -8 | 3 | 2 | 0 | 10 | 1.6 | -1
6) COc1ccc(C(=O)CN(CCC(=O)O)S(=O)(=O)c2ccc([N+](=O)[O-])cc2)cc1
    -5 | 61* | 13 | -35 | 7 | -3 | -10 | -5 | 13 | -0.9 | 0
7) N#Cc1ccc(CN2CCN(C(=O)CCNS(=O)(=O)c3ccc(F)c(Cl)c3)CC2)cc1
    -11 | 3 | -7 | 7 | 4 | 10 | 1 | 2 | 23 | -3.2 | -7
8) O=C(c1ccccc1)C(Sc1ncn[nH]1)c1ccccc1 (stereo unspecified)
    4 | 3 | 6 | 19 | 0 | -9 | 11 | 18 | 2 | -1.2 | -6
9) CCCCn1c2nc3ccccc3nc2c2c(=O)n(CCC(C)C)cnc21
    14 | 1 | 3 | 6 | -1 | 11 | -1 | 6 | -4 | -0.1 | 5
10) CC(C)=CCC(C)(C)/C=N/NC(N)=O
    4 | 6 | 1 | 3 | 11 | -1 | -6 | 4 | -17 | -0.1 | 0
11) COc1ccc(CNC(=O)c2cccnc2)cc1
    -3 | -12 | 2 | 2 | 7 | 10 | -6 | 14 | -14 | -0.6 | 1
12) CC(=O)Nc1c2c(nn1-c1ccccc1)CS(=O)C2 (stereo unspecified)
    3 | 3 | 1 | 0 | 8 | -12 | -12 | -16 | -5 | -2.1 | -1
13) Cc1cc(C)nc(N2CCC(C(=O)NCc3cccs3)CC2)n1
    0 | 2 | 1 | 5 | -5 | 5 | 6 | 3 | -4 | -1.7 | 3
14) COC(=O)c1[nH]c2ccc(C)cc2c1NC(=O)Nc1ccc(OC)cc1
    18 | -5 | 2 | -17 | 0 | -8 | -2 | -7 | -4 | -0.6 | 5
15) COc1ccc(N2CCN(C(=O)C(=O)c3cc(OC)c4ccccc4c3)CC2)cc1
    . | . | 6 | -27 | . | -19 | . | . | 4 | . | -21
16) Nc1nnc(CC(=O)N/N=C/c2cccc([N+](=O)[O-])c2)s1
    22 | -12 | -30 | -13 | -2 | 9 | -3 | 12 | 4 | 3.2 | 10
17) CC(=O)c1ccc(NC(=O)c2ccc(NC(=O)c3ccco3)cc2)cc1
    -1 | -7 | -9 | . | 3 | 5 | -4 | 0 | . | -0.7 | 3
18) COc1ccc(C(=O)NCc2nnc(SCC(=O)Nc3nc4ccccc4s3)o2)cc1OC
    -8 | 3 | -8 | -27 | 22 | -29 | -17 | -9 | -16 | -0.4 | 2
19) CCC(=O)Nc1nnc(SCCOC)s1
    1 | -8 | -3 | 3 | -4 | -8 | 3 | -2 | 15 | 0.8 | -2
20) CS(=O)(=O)N(CC(=O)N1CCCC1)c1cccc(C(F)(F)F)c1
    10 | 3 | -2 | -32 | 6 | -11 | -2 | 4 | 1 | -0.3 | 4

Reformatted: results already given
cpd | SRC3 inh | EBV LMP1 NFkB | NOD2 RIPK2 PPI | NCOA2 inhibitor | MC4R antagonist | NR5A2 inv ag | TLR9-MyD88 inh | NCOA1 inh | COUP-TFII inh | MC4R ag barr | ABHD5 PLIN5 PPI | Structure
4 | 5 | 8 | 0 | -18 | -11 | 18 | 16 | 15 | -10 | 0.8 | -1 | COc1cc(/C=C\C(=O)Nc2cc(=O)n(C)c(=O)n2C)cc(OC)c1OC
5 | 0 | -3 | -8 | -1 | -8 | 3 | 2 | 0 | 10 | 1.6 | -1 | CC(=O)OC(C=C(C)C)C/C(C)=C/COc1c2ccoc2cc2oc(=O)ccc12 (stereo unspecified)
6 | -5 | 61* | 13 | -35 | 7 | -3 | -10 | -5 | 13 | -0.9 | 0 | COc1ccc(C(=O)CN(CCC(=O)O)S(=O)(=O)c2ccc([N+](=O)[O-])cc2)cc1

Later entries:
Values run as follows: SRC3 inh | EBV LMP1 NFkB | NOD2 RIPK2 PPI | NCOA2 inhibitor | MC4R antagonist | NR5A2 inv ag | TLR9-MyD88 inh | NCOA1 inh | COUP-TFII inh | MC4R ag barr | ABHD5 PLIN5 PPI
21) CCOc1cc(C(=O)Nc2ccon2)cc(OCC)c1OCC
    0 | -2 | 7 | 10 | 16 | 6 | -1 | -5 | 3 | 0.0 | -9
22) CN1/C(=C\C(=O)C(F)F)C(C)(C)c2ccccc21
    18 | -1 | -4 | -27 | -10 | 4 | -3 | -1 | 1 | -2.7 | -2
23) O=S1(=O)CCO[C@H]2Cc3ccccc3[C@H]2N1Cc1ccccc1
    -9 | 1 | -14 | -34 | 0 | -4 | 4 | -8 | -5 | -2.3 | 1
24) COC(=O)c1ccc(NC(=O)C23CCC(C)(C(=O)O2)C3(C)C)cc1 (stereo unspecified)
    -32 | 2 | 4 | -20 | 8 | -11 | 5 | -37 | -16 | -0.4 | 2
25) O=C(Cn1cccc1C(=O)c1ccccc1)NCCN1CCCCCC1
    -3 | -2 | -21 | -4 | 5 | 15 | 0 | 8 | 6 | 0.6 | 8
26) NC(=O)c1ccc(NC(=O)COC(=O)CC2Sc3ccccc3NC2=O)cc1 (stereo unspecified)
    -31 | -8 | -5 | -39 | 4 | -10 | -4 | -26 | -13 | -2.6 | 8
27) CC(=O)c1cccc(S(=O)(=O)NCCC(=O)Nc2ccc(S(N)(=O)=O)cc2)c1
    1 | -2 | -2 | -15 | 20 | -1 | 1 | 6 | 10 | -0.5 | -1
28) COc1ccc(CCNC(=O)c2c(O)c3c([nH]c2=O)CCCC3)cc1
    -13 | -4 | -14 | -14 | 16 | -14 | 9 | -23 | -12 | 10* | 2
29) Cc1cccc(NC(=O)c2ccccc2[N+](=O)[O-])n1
    -10 | -7 | 6 | -6 | 20 | -24 | 3 | -20 | -9 | -0.3 | -2
30) COc1ccc(-c2ccc(F)cc2)cc1[C@H]1[C@H]2C=CC[C@@H](C)[C@@H]2C(=O)N1Cc1ccccc1
    1 | -2 | -16 | 19 | 12 | -33 | -2 | 8 | 4 | 0.0 | -13
31) O=C(c1ccc(OC2CCN(Cc3ccccn3)CC2)cc1)N1CCCC(O)C1 (stereo unspecified)
    17 | -4 | 5 | -5 | 12 | 1 | -21 | -8 | -3 | 1.2 | 4
32) O=C(c1sc2cc(F)ccc2c1Cl)N1CCN(c2ccccc2)CC1
    21 | 10 | -6 | -7 | 5 | 11 | 10 | -34 | 20 | 1.4 | -1
33) Cc1cccc(NC(=S)NNc2cccc(Cl)c2)c1
    -4 | -22 | 2 | -9 | 0 | 16 | 6 | -6 | -20 | -0.2 | -25
34) CN(Cc1ccco1)S(=O)(=O)c1csc(C(N)=O)c1
    2 | -9 | -4 | 4 | 15 | -27 | -5 | 3 | -6 | -0.2 | 0
35) O=C(NCCN1CCOCC1)C(=O)NCC1OCCN1S(=O)(=O)c1ccc(Br)cc1 (stereo unspecified)
    -2 | -8 | -5 | -8 | -4 | 11 | -3 | -4 | -16 | -2.7 | 5
36) CCN(CCn1cccn1)Cc1nc(-c2ccc(OC)cc2)no1
    18 | -9 | -4 | -21 | 12 | -29 | -1 | -3 | 8 | 2.7 | -3
37) Cc1cccc2c1cnn2C(=O)Nc1ccc(Br)cc1F
    -7 | -9 | 3 | 15 | 23 | 8 | -2 | 4 | -3 | 2.9 | -2
38) COC(=O)c1ccc(NC(=O)c2c(Br)cnn2C)cc1
    -14 | -1 | 2 | 5 | 19 | -23 | -9 | 13 | 3 | -0.3 | -6
39) CC(NC(=O)c1ccccc1NC(=O)CN1CCN(c2ccccc2O)CC1)c1ccccc1 (stereo unspecified)
    -5 | 11 | -9 | -10 | 11 | -2 | 4 | -4 | -5 | -1.7 | 1
40) Cc1ccc(Nc2cc(C)nc3c(C)ccc([N+](=O)[O-])c23)cc1
    24 | 1 | -2 | -13 | -6 | -8 | -7 | 20 | -4 | 4.2 | -1
41) CC1Cc2ccccc2N1S(=O)(=O)c1cccc(C(=O)N2CC(=O)Nc3ccccc32)c1 (stereo unspecified)
    -14 | -4 | 4 | 24 | -1 | -2 | 9 | -5 | 0 | 1.6 | 6
42) CCOc1ccc(OCC(=O)OCC(=O)N2CCN(S(=O)(=O)c3ccc(C)cc3C)CC2)cc1
    13 | -7 | 3 | -41 | 0 | 8 | -8 | 1 | -1 | -2.8 | 2
43) Cc1ccc(CSCC(=O)NCCCN2CCOCC2)cc1
    5 | -3 | 0 | 7 | 25 | -2 | -11 | -2 | -4 | -1.6 | 3
44) CCn1c(-c2ccc(C)cc2)n[nH]c1=S
    -7 | -4 | -2 | 14 | -4 | 9 | 8 | -18 | 18 | -1.8 | -3
45) CCO/C=C1\N=C(c2ccc(F)cc2)OC1=O
    13 | 3 | 11 | -22 | -8 | -3 | 2 | 13 | 11 | -1.7 | 4
46) COc1ccc(NC(=O)CN(C)C(=O)CSc2nc3ccccc3s2)cc1
    6 | -9 | -5 | -7 | 10 | 19 | 5 | -11 | 20 | -1.9 | -2
47) CC(C)(C)NC(=O)NC(=O)COC(=O)CNC(=O)c1cc(Cl)cc([N+](=O)[O-])c1
    7 | 3 | 11 | 8 | 30* | 6 | 5 | -4 | 11 | -5.5 | -4
48) CCc1noc(C)c1C(=O)Nc1nnc(C(CC)CC)s1
    4 | 2 | -12 | 10 | 3 | 25 | -7 | 6 | -12 | -0.9 | 8
49) COc1cccc(/C=N/NC(=O)c2ccncc2)c1OC(=O)c1ccc(Br)cc1
    -24 | -8 | -17 | . | 5 | 8 | 4 | 9 | . | -2.4 | 1
50) O=[N+]([O-])c1ccc2nc[nH]c2c1
    10 | -1 | -10 | -1 | 5 | 20 | -4 | -4 | 2 | -1.0 | 14
51) Clc1ccc(-c2cccc3nccn23)c(Cl)c1
    0 | . | -2 | 9 | 4 | 13 | . | 10 | 19 | 1.5 | -1
52) O=S(=O)(NCc1ccc2c(c1)OCO2)c1cccc2cccnc12
    -18 | -8 | -5 | 1 | 1 | -14 | 5 | -13 | 0 | -2.7 | 1
53) CCC(=O)Nc1nc2ccc(NC(=O)COc3ccccc3)cc2s1
    12 | 0 | -3 | -10 | 5 | 9 | -7 | -25 | 0 | -2.1 | 3

Not all compounds are listed; count on the stated rates, not on these rows.
